# Ins promoter up – insulin promoter activators in MIN6 cells, imaging, high-content screening, mouse beta cells; z-score at 5 µM; AID 1625, 2009; hit rate 0.3% among 190,000; MIN6 insulin promoter-GFP reporter; stronger effect = higher value;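 active = z-score above 3 at 5 µM with at least 500 cells counted in the well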
# Autophagy HCS – autophagy modulators in MEF cells, primary screen, imaging, high-content, MEF GFP-LC3; MEF GFP-LC3 puncta imaging; test concentration mostly 10 µM; calls only at 10 µM (by protocol); hit rate 0.98% among 190,000; AID 463193, 2010;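 active = percentage of spot-positive cells more than 3 SD above its plate mean, without a fluorescence outlier flag or 80% toxicity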;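 note: spot-positive cell cutoff set from DMSO-treated cells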
# human PMI inhibitors – human PMI inhibitors, high substrate, primary screen, biochemical, fluorescence intensity, high mannose 6-phosphate (AID 1220) | one-dose inhibition, % at 20 µM; IC50 in µM for titrated hits | hit rate 0.66% among 190,000 | Mannose-6-phosphate isomerase (Homo sapiens) | recombinant PMI enzyme, coupled fluorescence intensity; higher % means a stronger effect
# T cell HTS – modulators of CD8 T cell-vesicle binding, primary screen, mouse 2C CD8+ T cells, flow cytometry; 2C CD8+ T cell-vesicle binding; stronger effect = lower value; calls only at 7 µM; hit rate 0.068% among 330,000; AID 2052, 2009;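 active = response, share of CD8 T cells binding vesicles, and their 90th percentile fluorescence all below set limits, cut at about 80% in these data, passing the limit was not always enough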
#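 incubation = binding step 1.5 h, 37 °C, antibody labelling 20 min, ice | test system = 2C mouse CD8+ T cells | read-out basis = percent CD8+ FL2 mean versus row control | controls = Peptide-free naked vesicles (low) and QL9 vesicles with 0.7% DMSO vehicle (high) | detection = flow cytometry of vesicle-bound cells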
# MT stabilize HCS – microtubule stabilizers in HeLa cells, primary screen, imaging, high-content imaging; hit rate 0.83% among 200,000; AID 2205, 2009; HeLa tubulin immunostaining HCS, 24 h; share of cells brighter than vehicle mean+2SD; % tubulin-high responders, % at 10 µM;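 active = plate Z-score above 3 for both tubulin-high and condensed-nucleus cell shares, with cell loss under 80%, at 10 µM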;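 note: anti alpha tubulin signal scored within the nucleus-defined area of each cell; some results filed as inactive read as strong as hits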
# TNAP activation fold – human TNAP enzyme activators, primary screen, biochemical, luminescent, no phosphate acceptor, uHTS (AID 1001); Alkaline phosphatase, tissue-nonspecific isozyme (Homo sapiens); hit rate 0.03% among 200,000; purified TNAP, luminescent activation assay, no phosphate acceptor; higher activation fold means a stronger effect; one-dose activation fold at 20 µM; EC50 in µM for titrated hits; in the data active = activation fold from about 3, or a potency from the dose series; inactive = the rest, 99 in 100 with activation fold below about 1.6; note: many of its hits are not listed in these tables
# Lipid droplet – inhibitors of hepatocyte lipid droplet formation, primary screen, imaging, high-throughput imaging, BODIPY stain. AML12 mouse hepatocytes, oleate lipid droplets. inhibition, % at 6.5 µM. hit rate 0.4% among 240,000. AID 1656, 2009;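 active = lipid droplet intensity inhibited by at least 50%, with more than 500 cells counted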
#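 Material – AML12 mouse liver cells · Also added – oleate loading, 100 µM · Compound dosing – 6.5 µM single-point dosing · Times – overnight treatment with compound plus oleate · Measured by – fluorescence imaging, 20x objective, two fields per well · Read-out – percent inhibition of filter-corrected integrated lipid droplet intensity per well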
# bCat nuc transl – modulators of beta-catenin nuclear translocation, primary screen, imaging, HeLa cells, immunofluorescence, high-content. nuclear translocation activity, % at 5 µM. AID 1665, 2009. hit rate 0.3% among 190,000;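 active = nuclear translocation activity above 50% at 5 µM, with a well cell count of 50 or more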;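 note: per-cell ratio of nuclear to cytoplasmic median beta-catenin stain intensity; plate controls were DMSO negative control for no effect and GSK-3 inhibitor IX positive control for full effect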
#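 Test system: human HeLa cells, endogenous beta-catenin. Times: 24 h compound exposure, 37°C. Measured by: beta-catenin immunofluorescence imaging with DAPI.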
# human PMI inhibition – inhibitors of human PMI, primary screen, biochemical, fluorescence intensity, coupled assay (AID 1209) | one-dose inhibition, % at 20 µM; IC50 in µM for titrated hits | hit rate 0.42% among 190,000 | purified PMI enzyme, coupled fluorescence intensity; higher % means a stronger effect;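 note: plate controls were DMSO vehicle for no effect and wells lacking substrate for full effect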
# Ins promoter up cell count – also measured in Ins promoter up; calls as there; cell count; measured here: cytotoxicity, nuclei count;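 total cells summed across four imaged fields per well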
# Lipid droplet cells 6.5 µM – also measured in Lipid droplet; calls as there; cell count; measured here: cell count, cytotoxicity flag;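 cells counted across two imaged fields per well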
# bCat nuc transl cell count 5 µM – further read-out of bCat nuc transl, marked with its call; cell count; measured here: cell count, cytotoxicity flag
# T cell HTS vesicle-bound % – also measured in T cell HTS; calls as there; double positive events, %; measured here: CD8+ vesicle-bound cell fraction;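 binding gate set so that unloaded-vesicle control wells show 10% double positive cells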
# MT stabilize HCS Hoechst-high % – recorded beside MT stabilize HCS, whose call it bears; % Hoechst-high responders; measured here: nuclear condensation Hoechst responders;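 share of cells brighter than vehicle mean plus two SD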
# MT stabilize HCS cytotoxicity % – recorded beside MT stabilize HCS, whose call it bears; toxicity, %; measured here: cytotoxicity by cell density;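 0% = mean cell density of plate MIN control wells and 100% = no cells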
# Autophagy HCS cell loss 18 h – further read-out of Autophagy HCS, marked with its call; toxicity, %; measured here: cell loss, nuclei count;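 cell loss after 18 h compound exposure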
# Active calls of the source: *; i = inactive; / = not tested or not shown. Cut-off read from the data, not from the text of the source, unless noted: active = inhibition above about 50%; inactive = the rest.
SMILES,Ins promoter up,Ins promoter up cell count,Autophagy HCS,Autophagy HCS cell loss 18 h,human PMI inhibitors,T cell HTS,T cell HTS vesicle-bound %,MT stabilize HCS,MT stabilize HCS Hoechst-high %,MT stabilize HCS cytotoxicity %,TNAP activation fold,Lipid droplet,Lipid droplet cells 6.5 µM,bCat nuc transl,bCat nuc transl cell count 5 µM,human PMI inhibition
Fc1ccc(COc2cccc3cccnc23)cc1,-0.51,1521,i,7,3%,i,60,2.7,2.2,6.9,1.1,8,666,-2.2,1153,2%
NNC(=O)c1cc2c(N3CCC(Cc4ccccc4)CC3)ncnc2s1,-0.7,1103,i,14,-11%,i,24,2.6,2.6,4.4,1.1,/,/,1.6,1068,-17%
COCCN1C(=O)C(CC(=O)Nc2ccc(C(=O)O)cc2)SC1=Nc1ccccc1 (stereo not given),0.54,1260,i,21,-12%,i,59,1.1,2.0,1.4,1.1,-4,732,/,/,-3%
Cc1cc(Cl)ccc1OCC(=O)NN1C(=O)C2C3C=CC(C3)C2C1=O (stereo not given),0.08,1158,i,-3,6%,i,63,3.2,2.9,4.2,1,9,666,-2.6,1127,8%
CCCc1cc(-c2n[nH]c(=S)n2CC)cs1,-0.79,1184,i,4,-2%,i,13,7.3,2.7,0.6,1,2,728,-0.7,983,-10%
CCn1c(=O)c([N+](=O)[O-])c(NCC(O)c2ccccc2)c2ccccc21 (stereo not given),-0.09,1320,i,-4,10%,i,42,0.9,3.7,13,1.1,-9,677,0.4,919,11%
COc1ccccc1NC(=O)c1c(N=Cc2c(O)ccc3ccccc23)cnn1C,0.28,921,/,/,/,i,33,/,/,/,/,-1,701,8.9,1212,/
Cc1nc(NC(C)C(=O)O)c2nc(C)oc2n1 (stereo not given),0.4,1305,i,-4,-12%,i,52,4.3,2.8,5.1,1.1,/,/,-1.3,1288,-1%
Cc1ccnn2cc3c(=O)n(C)c(=O)n(C)c3c12,-0.24,1575,i,2,33%,i,42,1.0,1.6,2.7,0.9,/,/,-2.9,1342,0%
O=C(COC(=O)c1ccco1)Nc1cccc(Br)c1,0.2,1315,i,-17,3%,i,34,1.8,2.1,9.1,1.1,/,/,-4.4,941,2%
COCCN1C=C(C(=O)OC)C(c2cc(Br)c(OC)c(OC)c2)C(C(=O)OC)=C1,1.4,1304,i,-7,11%,i,23,3.9,2.4,15,1.1,2,750,0.5,1204,13%
COc1cccc(-c2nnc3n2N=C(C(C)(C)C)CS3)c1,-1.1,1415,i,-8,-10%,i,62,4.8,1.1,17,1,/,/,2.3,1219,-6%
CC(=O)Nc1ccc(NS(=O)(=O)c2cc(-c3n[nH]c(=O)c4ccccc34)ccc2C)cc1,-0.44,1047,/,/,/,i,46,/,/,/,/,42,795,-0.6,1321,/
CC(NC(=O)c1ccccc1)C(=O)OCC(=O)N1c2ccccc2Sc2ccccc21 (stereo not given),-0.09,1269,i,-1,6%,i,24,2.1,4.0,10,1.1,-10,646,-0.3,516,2%
COCCCNCCOc1ccc(C(C)(C)c2ccccc2)cc1,0.45,1198,i,0,-1%,i,1,2.9,3.6,7.0,1.1,-2,526,-0.5,516,-3%
Cc1ccc(C(NC(=O)N2CCOCC2)C(Cl)(Cl)Cl)cc1F (stereo not given),0.01,1517,i,-23,6%,i,55,3.6,2.8,8.2,1.1,1,635,-4.1,1173,9%
CCOC(=O)c1cn(CC)c2ccc(S(=O)(=O)N3CC(C)CC(C)C3)cc2c1=O (stereo not given),/,/,i,9,-2%,i,33,5.5,2.1,8.3,1,12,730,-0.7,981,-2%
Cc1ccc(N(CC(=O)Nc2ccc(F)c(Cl)c2)S(=O)(=O)c2c(C)noc2C)cc1,0.02,1573,i,-5,12%,i,52,3.1,1.6,1.2,1.2,/,/,0.9,973,14%
O=c1c2c(nc3c(-c4ccccc4)c[nH]n13)CCC2,0.07,1473,i,0,16%,i,42,1.7,0.9,1.7,1,/,/,-1.0,1330,11%
CCOC(=O)N1CCN(C(=O)CSc2nc(CC)nc3c2c(=O)n(C)c(=O)n3C)CC1,-0.18,1501,/,/,/,i,38,/,/,/,/,-26,654,-3.7,1127,/
COc1ccc(C(NC(=O)CC(C)C)NC(=O)CC(C)C)cc1OC,0.94,1389,i,5,-6%,i,17,2.6,1.8,12,1.1,/,/,-2.5,978,-4%
O=C(Nc1ccc(SC(F)F)cc1)c1ccc(F)cc1,-0.72,1214,i,5,0%,i,39,2.2,2.2,3.1,1.1,14,668,-1.9,1154,-5%
CN=c1scc(-c2ccccc2F)n1/N=C/c1ccc(O)c(O)c1O,-0.33,1016,i,-2,26µM*,/,/,5.2,3.4,7.0,0.9,-4,701,-2.1,949,71%*
Cc1ccnc(NS(=O)(=O)c2ccc(NC(=O)C34CC5CC(C)(CC(C)(C5)C3)C4)cc2)n1,/,/,i,-8,-3%,i,23,3.5,1.2,4.3,1.1,-28,714,1.4,1147,2%
CCOC(=O)N1CCN(C(=O)C2CCN(Cc3nc(-c4ccccc4C)oc3C)CC2)CC1,-1.3,936,i,12,-5%,i,36,5.0,3.2,3.5,0.9,/,/,/,/,-4%
CCc1ccc(Nc2nnc(SCC(=O)N(C)CC(=O)Nc3ccccc3CC)s2)cc1,0.15,1201,i,-3,-10%,i,42,3.5,2.1,5.1,1,-9,695,-1.2,1022,-3%
CC(NC(=O)OCc1ccccc1)C(=O)NCC(=O)NC(Cc1ccc(OC(C)(C)C)cc1)C(=O)OC(C)(C)C (stereo not given),/,/,i,-11,2%,i,12,3.5,1.2,11,1.1,14,545,0.3,1120,14%
COc1ccc2[nH]cc(CCNS(=O)(=O)c3ccc(C)cc3)c2c1,0.25,1071,/,/,/,i,55,/,/,/,/,-1,766,1.1,1336,/
CC(=O)Nc1ccc(C(O)(C(F)(F)F)C(F)(F)F)cc1,1.1,1002,i,3,12%,i,41,1.3,2.3,7.1,1.1,0,679,0.0,1040,13%
CCOc1ccc(S(=O)(=O)N(C)CCO)cc1-c1nc2c(C(C)(C)C)nn(C)c2c(=O)[nH]1,-2.3,975,i,11,11%,i,10,2.7,2.0,17,1,/,/,-0.5,1132,12%

# Retrieved by structure from the list above, 2 records:
SMILES,Ins promoter up,Ins promoter up cell count,Autophagy HCS,Autophagy HCS cell loss 18 h,human PMI inhibitors,T cell HTS,T cell HTS vesicle-bound %,MT stabilize HCS,MT stabilize HCS Hoechst-high %,MT stabilize HCS cytotoxicity %,TNAP activation fold,Lipid droplet,Lipid droplet cells 6.5 µM,bCat nuc transl,bCat nuc transl cell count 5 µM,human PMI inhibition
Cc1ccnc(NS(=O)(=O)c2ccc(NC(=O)C34CC5CC(C)(CC(C)(C5)C3)C4)cc2)n1,/,/,i,-8,-3%,i,23,3.5,1.2,4.3,1.1,-28,714,1.4,1147,2%
CCOc1ccc(S(=O)(=O)N(C)CCO)cc1-c1nc2c(C(C)(C)C)nn(C)c2c(=O)[nH]1,-2.3,975,i,11,11%,i,10,2.7,2.0,17,1,/,/,-0.5,1132,12%

# Next structures follow:
SMILES,Ins promoter up,Ins promoter up cell count,Autophagy HCS,Autophagy HCS cell loss 18 h,human PMI inhibitors,T cell HTS,T cell HTS vesicle-bound %,MT stabilize HCS,MT stabilize HCS Hoechst-high %,MT stabilize HCS cytotoxicity %,TNAP activation fold,Lipid droplet,Lipid droplet cells 6.5 µM,bCat nuc transl,bCat nuc transl cell count 5 µM,human PMI inhibition
COC(=O)[C@H](C)NC(=O)Nc1ccc(OC(F)(F)F)cc1,0.43,1234,i,-3,1%,i,16,3.5,0.8,2.2,1.1,/,/,-4.2,1036,-1%
CC1(C)NC(=O)N(CCCCOc2ccc3ccccc3c2Cl)C1=O,-0.17,963,i,-1,-4%,i,39,1.4,1.2,8.2,1,-1,809,/,/,1%
COc1ccc(S(=O)(=O)c2nnn(-c3ccccc3Cl)c2N)cc1,-0.56,1124,i,2,-12%,i,53,2.0,1.4,2.0,1.1,-31,759,-0.1,1039,-12%
CN(C)c1ccc(/C=N/NC(=O)c2sccc2-n2cccc2)cc1,0.49,1152,i,2,2%,i,15,3.0,2.5,0.3,1.2,-7,695,-1.6,1086,3%
CN(NS(=O)(=O)c1ccc(F)cc1)c1ncc(C(F)(F)F)cc1Cl,0.53,1070,i,13,-17%,i,38,2.2,1.4,7.5,1,-34,680,0.8,1016,-26%
O=C(N/N=C(\c1ccccc1)c1cccnc1)C(O)(c1ccccc1)c1ccccc1,/,/,i,15,13%,i,62,2.8,2.9,8.2,1,/,/,/,/,21%
COc1ccc(C(=O)C(c2ccccc2)N2CCOCC2)cc1 (stereo not given),-0.58,1331,i,25,-36%,i,15,2.3,2.4,17,1,/,/,-10,859,-18%
CC(=O)NCCC(=O)N1CCc2c([nH]c3ccccc23)C1c1cccc(C)c1 (stereo not given),/,/,i,0,3%,i,32,1.5,2.0,6.6,1.1,7,725,2.2,1518,7%
CCN(CC)C(=O)Nc1cnc2ccccc2c1,0.38,1340,i,-8,0%,i,23,4.5,2.6,4.3,0.9,/,/,-4.7,1038,-8%
Cc1ccc(-n2c(O)c(/C=C3/C(c4ccccc4)=Nc4ccccc43)c(=O)[nH]c2=O)cc1,0.94,988,i,22,8%,i,28,18*,21*,64*,0.8,3,726,-0.4,1056,17%
Cc1ccc(NC(=O)C2=C(O)c3ccccc3N(C)S2(=O)=O)cc1,0.11,1849,i,-2,-17%,i,24,0.5,1.2,7.3,1,0,656,-3.1,1111,-10%
Cc1cc(C)n(-c2nnc3c4ccccc4n(C)c3n2)n1,-0.16,1052,/,/,/,i,30,/,/,/,/,-1,719,0.3,1307,/
O=C1COc2ccc(S(=O)(=O)Nc3ccc4c(c3)OCO4)cc2N1,0.19,1251,i,-4,5%,i,55,2.5,2.4,7.9,1.1,14,700,0.8,1060,-1%

# Bioassay records from PubChem.
